Screening data (PubChem BioAssay)
VEEV TC-83 Vero: inhibitors of VEEV TC-83 cytopathic effect, confirmation, Vero cells (AID 588727). Vero cells, VEEV TC-83 cytopathic effect inhibition; higher % means a stronger effect. inhibition, % at 20 µM, or IC50 in µM where a hit was titrated. hit rate 0.13% among 350,000; in the data active = a potency from the dose series; inconclusive = inhibition mostly from about 14% at the one dose, without a potency; inactive = the rest, 99 in 100 with inhibition below about 12%; also: strong numbers were not always called active
influenza NS1A: NS1A inhibition, H1N1 influenza, cell based functional assay (AID 504329). NS1A functional cell-based assay, percent inhibition; higher % means a stronger effect. inhibition, % at 12.5 µM; hits with a dose series show IC50 in µM. hit rate 0.3% among 340,000; in the data active = a potency from the dose series; inconclusive = inhibition above about 27% without an active follow-up result; also: strong numbers were not always called active
tuberculosis growth: growth inhibition of non-replicating M. tuberculosis (AID 488890); inhibition, % at 25 µM; hits with a dose series show IC50 in µM; Mycobacterium tuberculosis non-replicating, growth inhibition; higher % means a stronger effect; hit rate 0.39% among 320,000; in the data active = a potency from the dose series; inconclusive = inhibition mostly from about 82% at the one dose, without a potency; inactive = the rest, 99 in 100 with inhibition below about 76%;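 also: plate controls were DMSO cells for no effect and high antibiotic wells for full effect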
H37Rv inhibition: M. tuberculosis growth inhibition, HTS (AID 449762). one-dose inhibition, % at 25 µM; IC50 in µM for titrated hits. M. tuberculosis H37Rv growth inhibition, 7H9 media; higher % means a stronger effect. hit rate 0.59% among 330,000; in the data active = a potency from the dose series; inconclusive = inhibition above about 70% without an active follow-up result;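 also: bacterial growth assessed after seven days of incubation; strong numbers were not always called active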
Salmonella PhoP GFP: PhoP regulon inhibitors, Salmonella typhi PhoP promoter GFP reporter, confirmatory (AID 1850); Salmonella Typhi PhoP-promoter GFP reporter, fluorescence, 4 h; higher % means a stronger effect; inhibition, % at 50 µM; hits with a dose series show IC50 in µM; hit rate 0.33% among 310,000; in the data active = a potency from the dose series; inconclusive = inhibition mostly from about 25% at the one dose, without a potency; inactive = the rest, 99 in 100 with inhibition below about 19%;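 also: 0% = induced wells with vehicle and 100% = uninduced wells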
VEEV TC-83 Vero 10K pilot screen: also measured in VEEV TC-83 Vero; calls as there; inhibition, %; measured here: 10K pilot screen inhibition
The depositor's hits bear a star; i = inactive; ? = inconclusive; / = not tested or not shown.

The opening 19 entries, ahead of the listing:
SMILES | VEEV TC-83 Vero | influenza NS1A | tuberculosis growth | H37Rv inhibition | Salmonella PhoP GFP | others
CCN(CC(=O)Nc1c(F)cccc1F)C(=O)CC1CCCCC1 | 1.2% | -7% | / | 5% | /
COc1ccc(C(=O)N(C)Cc2ccc(C)o2)cc1OC1CCN(C(C)=O)CC1 | 0.8% | 22% | -4% | -2% | 4%
Cc1cc(NC(=O)CSc2nc(-c3ccccc3)cs2)no1 | 4.4% | 0% | ? | -2% | 10%
COc1cc(NC(=O)C2CCC(CNS(=O)(=O)c3csc(C(N)=O)c3)CC2)cc(OC)c1 (stereo not given) | ? | -1% | 10% | 18% | 6%
CCSc1nc(=S)n(Cc2ccccc2)c(C)c1C(C)=O | i | 6% | -10% | 7% | -2%
O=[N+]([O-])c1ccccc1-c1cc(-c2ccccc2)cc(-c2ccccc2)[n+]1Cc1ccccc1Cl | / | / | ? | ? | 21%
Cc1ccc(N=N/C(=C\O)C(=O)c2ccc(Cl)cc2)cc1 | 10% | 5% | ? | ? | -12%
CCCc1nnc(NC(=O)CC(C)c2ccccc2)s1 (stereo not given) | 0.2% | -2% | 30% | 9% | -3%
COc1cc(NC(=O)COC(=O)CSc2ccccc2F)c(C)cc1[N+](=O)[O-] | i | -1% | 3% | 1% | -9%
COc1ccc(CNC(=O)CCC(=O)c2ccc(C)cc2)cc1OC | 1.0% | 2% | 7% | 4% | 3%
COc1ccccc1C1/C(=C(/O)c2ccccc2)C(=O)C(=O)N1CC(C)C (stereo not given) | 0.6% | -1% | 51% | 28% | 13%
Cc1ccc(S(=O)(=O)NCC(=O)OCC(=O)NC2CCCCC2)cc1 | 0.4% | 0% | 13% | 3% | /
Cc1cccc(C(=O)NCC(=O)OCC(=O)c2ccc(Cl)s2)c1 | 6.2% | 0% | 9% | 12% | -5%
Cc1ccc(S(=O)(=O)N2CCN(C(=O)CC(C)n3nc(C)c(Cl)c3C)CC2)cc1 (stereo not given) | i | -11% | 5% | 5% | 3%
COc1ccc(C(=O)CN2CCN(c3ncccn3)CC2)cc1 | 0.6% | -8% | -20% | 1% | 7%
COc1ccccc1/C=N/n1c(C)nnc1-n1nc(C)cc1C | 0.4% | -3% | -16% | 4% | -1%
Cc1ccc(N(C(=O)c2csnn2)C(C(=O)NC(C)(C)C)c2ccccn2)cc1 (stereo not given) | 1.4% | -1% | 23% | 1% | -19%
O=C1c2ccccc2C(=O)c2cc(S(=O)(=O)Nc3ccccc3)ccc21 | 4.3% | 1% | 59% | 10% | -9%
Cc1ccc(NS(=O)(=O)c2ccc(NC(=O)c3cccs3)cc2)c(C)c1 | 1.3% | -1% | -14% | -24% | -10%

The whole of this part, repeating the preview:
SMILES | VEEV TC-83 Vero | influenza NS1A | tuberculosis growth | H37Rv inhibition | Salmonella PhoP GFP | others
CCN(CC(=O)Nc1c(F)cccc1F)C(=O)CC1CCCCC1 | 1.2% | -7% | / | 5% | /
COc1ccc(C(=O)N(C)Cc2ccc(C)o2)cc1OC1CCN(C(C)=O)CC1 | 0.8% | 22% | -4% | -2% | 4%
Cc1cc(NC(=O)CSc2nc(-c3ccccc3)cs2)no1 | 4.4% | 0% | ? | -2% | 10%
COc1cc(NC(=O)C2CCC(CNS(=O)(=O)c3csc(C(N)=O)c3)CC2)cc(OC)c1 (stereo not given) | ? | -1% | 10% | 18% | 6%
CCSc1nc(=S)n(Cc2ccccc2)c(C)c1C(C)=O | i | 6% | -10% | 7% | -2%
O=[N+]([O-])c1ccccc1-c1cc(-c2ccccc2)cc(-c2ccccc2)[n+]1Cc1ccccc1Cl | / | / | ? | ? | 21%
Cc1ccc(N=N/C(=C\O)C(=O)c2ccc(Cl)cc2)cc1 | 10% | 5% | ? | ? | -12%
CCCc1nnc(NC(=O)CC(C)c2ccccc2)s1 (stereo not given) | 0.2% | -2% | 30% | 9% | -3%
COc1cc(NC(=O)COC(=O)CSc2ccccc2F)c(C)cc1[N+](=O)[O-] | i | -1% | 3% | 1% | -9%
COc1ccc(CNC(=O)CCC(=O)c2ccc(C)cc2)cc1OC | 1.0% | 2% | 7% | 4% | 3%
COc1ccccc1C1/C(=C(/O)c2ccccc2)C(=O)C(=O)N1CC(C)C (stereo not given) | 0.6% | -1% | 51% | 28% | 13%
Cc1ccc(S(=O)(=O)NCC(=O)OCC(=O)NC2CCCCC2)cc1 | 0.4% | 0% | 13% | 3% | /
Cc1cccc(C(=O)NCC(=O)OCC(=O)c2ccc(Cl)s2)c1 | 6.2% | 0% | 9% | 12% | -5%
Cc1ccc(S(=O)(=O)N2CCN(C(=O)CC(C)n3nc(C)c(Cl)c3C)CC2)cc1 (stereo not given) | i | -11% | 5% | 5% | 3%
COc1ccc(C(=O)CN2CCN(c3ncccn3)CC2)cc1 | 0.6% | -8% | -20% | 1% | 7%
COc1ccccc1/C=N/n1c(C)nnc1-n1nc(C)cc1C | 0.4% | -3% | -16% | 4% | -1%
Cc1ccc(N(C(=O)c2csnn2)C(C(=O)NC(C)(C)C)c2ccccn2)cc1 (stereo not given) | 1.4% | -1% | 23% | 1% | -19%
O=C1c2ccccc2C(=O)c2cc(S(=O)(=O)Nc3ccccc3)ccc21 | 4.3% | 1% | 59% | 10% | -9%
Cc1ccc(NS(=O)(=O)c2ccc(NC(=O)c3cccs3)cc2)c(C)c1 | 1.3% | -1% | -14% | -24% | -10%
O=C(O)CN1C(=O)SC(Nc2ccc(C(=O)O)cc2)C1=O (stereo not given) | 0.2% | -20% | -7% | -1% | -10%
CCn1c(CNC(=O)c2cccs2)nnc1SCC(=O)NCCc1ccccc1 | 1.8% | 2% | / | / | /
CC1CC(C)CN(C(=O)/C=C/c2ccc([N+](=O)[O-])s2)C1 (stereo not given) | i | -2% | / | / | /
O=C(COC(=O)c1ccc(NS(=O)(=O)c2cccs2)cc1O)Nc1ccc(F)cc1 | 3.0% | -5% | 15% | -1% | 0%
Cc1ccc(C2=NN=C(NC(=O)CSc3nncn3C)SC2)cc1 | 1.2% | 2% | 12% | 0% | -5%
COc1ccccc1C(=O)C1CCCN(C(=O)CSc2ccccn2)C1 (stereo not given) | 0.9% | 13% | 51% | 3% | -2%
SMILES | VEEV TC-83 Vero | influenza NS1A | tuberculosis growth | H37Rv inhibition | Salmonella PhoP GFP | others
CN(C)CCCN1C(=O)C(O)=C(C(=O)c2cccs2)C1c1cccc([N+](=O)[O-])c1 (stereo not given) | / | / | -1% | -3% | 14%
COc1cccc(/C=C2\SC(=S)NC2=O)c1OS(=O)(=O)c1ccc(NC(C)=O)cc1 | i | -4% | -21% | -2% | -9%
CCOc1ccc(NC(=O)CN(C)C(=O)c2cn(-c3ccc(F)cc3)nc2-c2cccc(OC)c2)cc1OCC | 8.0% | -4% | 1% | 6% | -7%
CCC(=O)N1C(C(=O)N2CCCC2)CSC1c1ccc(OC)cc1 (stereo not given) | 0.9% | -2% | / | 1% | 0%
Cc1nc(Nc2ccc3c(c2)OCCO3)c2nnn(Cc3ccccc3Cl)c2n1 | 8.3% | -9% | 31% | 3% | 4%
COc1ccc(-c2nc3c(c4nnc(SC(C)C(=O)Nc5ccccc5)n24)COC(C)(C)C3)cc1 (stereo not given) | 0.5% | 16% | -6% | -2% | -9%
CN1CCN(c2nc(-c3cccs3)cs2)CC1 | 0.6% | 1% | 5% | 0% | 11%
CCN(CC(=O)Nc1c(F)cccc1F)C(=O)c1cc(S(=O)(=O)NCc2ccccc2)ccc1C | 0.2% | 11% | 10% | -10% | 3%
C[C@@H]1NC(=O)c2cc([N+](=O)[O-])cc(I)c2OCC[C@@H](C(=O)NC(CC(=O)O)C(N)=O)NC(=O)[C@H](CCC(=O)O)NC1=O (stereo not given in full) | / | / | -2% | 0% | -6%
CCn1c(=O)c(C(=O)Nc2ccccc2C)c(O)c2ccccc21 | 4.3% | 2% | -7% | -12% | -10%
COc1ccc(C2CC(=O)N(c3ccccc3)C3=C2C(=O)CCC3)cc1 (stereo not given) | 0.4% | / | 8% | -4% | -6%
Cn1c(=O)c2c(nc(Br)n2CCSc2ncccn2)n(C)c1=O | 2.4% | 8% | -6% | 5% | -7%
COc1ccc(S(=O)(=O)N(C)C)cc1NCC(=O)Nc1cccc(C#N)c1 | 2.7% | 1% | 12% | 12% | -12%
COc1ccc(C)cc1Nc1nc(N)c2ccccc2n1 | 0.4% | -4% | -1% | -3% | 2%
COc1cc(C(C)=O)ccc1COc1ccc(C(=O)OCC(=O)NC2CCS(=O)(=O)C2)cc1OC (stereo not given) | 3.4% | 3% | -16% | -6% | -1%
Cc1c(CN2CCC(C)CC2)c(=O)n(-c2ccccc2)n1C | 0.9% | -4% | -5% | 1% | 7%
COC(=O)c1ccc(COc2ccccc2/C=C(\C#N)C(=O)Nc2ccc(C)cc2)cc1 | 1.1% | -2% | -3% | 5% | 4%
CCN(CC)CCNc1nc2c(c(=O)[nH]c(=O)n2C)n1CC(O)COc1ccc(Cl)cc1Cl (stereo not given) | 0.6% | -18% | -21% | -7% | -3%
O=[N+]([O-])c1cc(S(=O)(=O)N2CCCC2)ccc1SCCO | 0.3% | -7% | 10% | 7% | -3%
O=C(Nc1nccs1)C1CCN(S(=O)(=O)c2cccs2)CC1 | 1.1% | -3% | 13% | -8% | 10%
Cc1ccc2c(c1)c(N=Nc1cccc(C(=O)O)c1)c(O)n2C | 0.2% | 0% | 62% | 3% | -5% | VEEV TC-83 Vero 10K pilot screen=0.5
O=C(CN1C(=O)NC2(CCc3ccccc32)C1=O)Nc1ccccc1C(F)(F)F (stereo not given) | 6.0% | -17% | -11% | -5% | /
COc1ccc(Nc2nc(CC(C)=O)ns2)cc1OC | 3.1% | 16% | 9% | -2% | 0%
COc1ccc(C(=O)N/N=C/c2ccc3cccc(O)c3n2)cc1 | 3.4% | -2% | ? | ? | -2%
CCN(CC)CCNC(=O)c1c(O)c2ccccc2n(Cc2ccccc2)c1=O | 0.6% | -1% | 73% | 24% | 8%

Looked up one by one from the list above:
SMILES | VEEV TC-83 Vero | influenza NS1A | tuberculosis growth | H37Rv inhibition | Salmonella PhoP GFP | others
CCC(=O)N1C(C(=O)N2CCCC2)CSC1c1ccc(OC)cc1 (stereo not given) | 0.9% | -2% | / | 1% | 0%
COc1ccc(C2CC(=O)N(c3ccccc3)C3=C2C(=O)CCC3)cc1 (stereo not given) | 0.4% | / | 8% | -4% | -6%

(list continues)
SMILES | VEEV TC-83 Vero | influenza NS1A | tuberculosis growth | H37Rv inhibition | Salmonella PhoP GFP | others
NC(=O)C1CC12c1ccccc1-c1ccccc12 (stereo not given) | i | 0% | 1% | 3% | -7%
O=C(NC(=S)NNC(=O)c1ccc(Cl)cc1Cl)c1cccnc1 | 4.1% | 14% | ? | ? | 3%
O=S(=O)(CC(O)(c1ccccc1)c1ccccc1)CC(O)(c1ccccc1)c1ccccc1 | i | -2% | / | / | /
CC(=O)NC1CC2CCC(C1)N2Cc1ccc(C)cc1 (stereo not given) | i | 1% | 1% | / | -20% | VEEV TC-83 Vero 10K pilot screen=0.8
Cc1ccc(CCc2nnc(SCC(=O)Nc3cccc(Cl)c3)n2-c2ccccc2)o1 | 0.9% | -7% | -6% | 4% | -14%
CC1=NN(C(=O)c2c(Br)c(C)nn2C)C(O)(C(F)(F)F)C1 (stereo not given) | 1.7% | 3% | ? | 1% | 12%
CCc1cccc2c(C(=O)C(NC(C)CC)c3ccccc3)c[nH]c12 (stereo not given) | 1.1% | 7% | 15% | 7% | 5%
CCOC(=O)N1CCC(N2Cc3cccc(C(=O)NCC4CCN(CC(C)C)C4)c3C2=O)CC1 (stereo not given) | 1.1% | 3% | 13% | 0% | 9% | VEEV TC-83 Vero 10K pilot screen=0.4
O=C(c1ccc(Cl)c(S(=O)(=O)N2CCOCC2)c1)N1CCN(c2ccccn2)CC1 | 5.4% | 1% | 19% | 1% | /
CC1(C)OC(c2ccccc2)=C/C(=C/C=C2C(=O)c3ccccc3C2=O)O1 | 0.1% | 6.6µM* | 6% | 16% | -3%
C/C(=N\Nc1nccnc1Cl)c1ccc([N+](=O)[O-])cc1 | 0.4% | -1% | 2% | -1% | 2%
N=c1c(C(=O)NC2CCCC2)cc2c(=O)n3ccccc3nc2n1C1CCCC1 | 2.1% | 1% | 25% | 3% | 23%
CCOC(=O)c1c(C)[nH]c(C(=O)OCC(=O)NCc2ccccc2)c1C | 2.4% | -5% | 12% | 0% | /
O=C1COc2ccc3ccccc3c21 | 1.2% | -2% | -6% | 4% | -10%
Cc1nnc(C)n1/N=C/C=C/c1ccccc1 | 0.6% | -5% | -9% | -2% | 15%
N#Cc1ccccc1S(=O)(=O)N1CCN(C(=O)C2COc3ccccc3O2)CC1 (stereo not given) | 6.7% | -3% | / | 9% | /
